Dynein cargo inh: blocks dynein driven cargo transport along microtubules. 3617.4 mouse cells, GR-EGFP nuclear translocation imaging; test concentration mostly 20 µM; stimulated with dexamethasone, 1 µM; hits give low values. z-score, hits read low. 220,000 compounds, 0.47% hits. AID 1381;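 active = plate z-score of nuclear minus cytoplasmic receptor signal below a set negative limit, without overly bright fluorescence or cell loss, cut at about -3.5 in these data, passing the limit was not always enough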;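 note: z-score of nuclear minus cytoplasmic ring GR-EGFP intensity difference per well; some compounds called inactive have numbers as strong as hits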
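Also added – dexamethasone, 1.0 µM final · Buffer or medium – tet-free, stripped-serum medium · Schedule – induction 48 h, compound 1 h, agonist 30 min · Detection – formaldehyde fixation, Hoechst nuclear stain, 10x automated fluorescence imaging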
Hep lipid drop: hepatic lipid droplet formation modulation | inhibition, % at 6.5 µM | AML12 mouse hepatocytes, oleate lipid droplets, BODIPY imaging | 240,000 compounds, 0.4% hits;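 active = lipid droplet intensity inhibited by at least 50%, with more than 500 cells counted; inconclusive = wells with under 300 cells, treated as cytotoxic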
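material = mouse AML12 hepatocyte cell line, fixed after treatment | also added = 100 µM oleic acid challenge | doses = compound at 6.5 µM only | schedule = overnight exposure | technique = Image-based BODIPY and DAPI two-channel analysis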
Ins promoter up: MIN6 insulin promoter up-regulation; MIN6 insulin promoter-GFP reporter, high-content imaging; hits give high values; z-score at 5 µM; 190,000 compounds, 0.3% hits;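 active = z-score above 3 at 5 µM with at least 500 cells counted in the well; inconclusive = wells under 500 cells, flagged as cytotoxic or low count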
bCat nuc transl: beta-catenin nuclear translocation modulation; 190,000 compounds, 0.3% hits; HeLa beta-catenin nuclear translocation, immunofluorescence imaging; nuclear translocation activity, % at 5 µM;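 active = nuclear translocation activity above 50% at 5 µM, with a well cell count of 50 or more; inconclusive = wells under 50 cells across six images, flagged as toxic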;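 note: per-cell ratio of nuclear to cytoplasmic median beta-catenin stain intensity; plate controls were DMSO negative control for no effect and GSK-3 inhibitor IX positive control for full effect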
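Test system: human HeLa cells, endogenous beta-catenin. Times: 24 h compound exposure, 37°C. Measured by: beta-catenin immunofluorescence imaging with DAPI.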
Myeloid diff MLP: promotes myeloid progenitor differentiation | AID 624256 | 360,000 compounds, 1% hits | ER-HoxA9 myeloid progenitors, lysozyme-GFP differentiation, flow cytometry | calls only at 10 µM;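 active = normalized GFP-positive differentiation at or above the plate's own cutoff, the solvent-only control mean plus 3 SD; inconclusive = no clear call, values can overlap the other calls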;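 note: cells exposed to compound for four days before flow analysis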
TNAP activation fold: human TNAP enzyme activators, primary screen, biochemical, luminescent, no phosphate acceptor, uHTS (AID 1001); purified TNAP, luminescent activation assay, no phosphate acceptor; higher activation fold means a stronger effect; activation fold at 20 µM; hits with a dose series show EC50 in µM; 200,000 compounds, 0.03% hits; in the data active = activation fold from about 3, or a potency from the dose series; inactive = the rest, 99 in 100 with activation fold below about 1.6; note: many of its hits are not listed in these tables
MT stabilize HCS: microtubule stabilization, imaging screen. HeLa tubulin immunostaining HCS, 24 h; share of cells brighter than vehicle mean+2SD. % tubulin-high responders, % at 10 µM. 200,000 compounds, 0.83% hits;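 active = plate Z-score above 3 for both tubulin-high and condensed-nucleus cell shares, with cell loss under 80%, at 10 µM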;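 note: anti alpha tubulin signal scored within the nucleus-defined area of each cell; some results filed as inactive read as strong as hits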
human PMI inhibition: MPI enzyme activity inhibition – biochemical, fluorescence intensity, coupled assay, primary screen (AID 1209); purified PMI enzyme, coupled fluorescence intensity; higher % means a stronger effect; inhibition, % at 20 µM; hits with a dose series show IC50 in µM; 190,000 compounds, 0.42% hits; in the data active = inhibition above about 50%;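 note: plate controls were DMSO vehicle for no effect and wells lacking substrate for full effect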
T cell modulator: T cell immune modulation candidate | 2C CD8+ T cell-vesicle binding, flow cytometry; hits give low values | calls only at 7 µM | 330,000 compounds, 0.068% hits | AID 2052;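 active = response, share of CD8 T cells binding vesicles, and their 90th percentile fluorescence all below set limits, cut at about 80% in these data, passing the limit was not always enough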
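Read-out – percent CD8+ FL2 mean versus row control · System – murine 2C transgenic CD8+ T lymphocytes · Times – 1.5 h cell–vesicle binding at 37 °C, then 20 min icy labelling · Control set – naked vesicles low, QL9 vesicles with vehicle high · Detection – cytometric PE anti-B7-1 and Alexa647 anti-CD8 signals after 1% paraformaldehyde fixation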
Dynein cargo inh cytoplasmic EGFP: recorded beside Dynein cargo inh, whose call it bears; z-score; measured here: cytoplasmic GR-EGFP intensity; hits give high values
Dynein cargo inh nuclear GR-EGFP: also measured in Dynein cargo inh; calls as there; z-score; measured here: nuclear GR-EGFP intensity;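 lower value marks the stronger effect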
Dynein cargo inh cell count: second read-out of Dynein cargo inh, no call of its own (marks repeat the call); z-score; measured here: cell count per field
Ins promoter up cell count: also measured in Ins promoter up; calls as there; cell count; measured here: cytotoxicity, nuclei count;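 total cells summed across four imaged fields per well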
Hep lipid drop cells 6.5 µM: also measured in Hep lipid drop; calls as there; cell count; measured here: cell count, cytotoxicity flag;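 cells counted across two imaged fields per well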
bCat nuc transl cell count 5 µM: further read-out of bCat nuc transl, marked with its call; cell count; measured here: cell count, cytotoxicity flag
T cell modulator vesicle-bound %: second read-out of T cell modulator, no call of its own (marks repeat the call); double positive events, %; measured here: CD8+ vesicle-bound cell fraction;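 binding gate set so that unloaded-vesicle control wells show 10% double positive cells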
MT stabilize HCS Hoechst-high %: also measured in MT stabilize HCS; calls as there; % Hoechst-high responders; measured here: nuclear condensation Hoechst responders;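 share of cells brighter than vehicle mean plus two SD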
MT stabilize HCS cytotoxicity %: second read-out of MT stabilize HCS, no call of its own (marks repeat the call); toxicity, %; measured here: cytotoxicity by cell density;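 0% = mean cell density of plate MIN control wells and 100% = no cells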
Myeloid diff MLP GFP+ MAC1+ %: further read-out of Myeloid diff MLP, marked with its call; GFP+ MAC1+ double positive, %; measured here: differentiation confirmed by MAC1 staining
* hit, by the source's call; i = inactive; ? = inconclusive; . = not tested or not shown.

SMILES	Dynein cargo inh	Dynein cargo inh cytoplasmic EGFP	Dynein cargo inh nuclear GR-EGFP	Dynein cargo inh cell count	Hep lipid drop	Hep lipid drop cells 6.5 µM	Ins promoter up	Ins promoter up cell count	bCat nuc transl	bCat nuc transl cell count 5 µM	Myeloid diff MLP	Myeloid diff MLP GFP+ MAC1+ %	TNAP activation fold	MT stabilize HCS	MT stabilize HCS Hoechst-high %	MT stabilize HCS cytotoxicity %	human PMI inhibition	T cell modulator	T cell modulator vesicle-bound %
Clc1ccc2c(N/N=C/c3ccc(Br)cc3)ccnc2c1	-0.068	-0.29	-0.25	0.8	12	640	-0.42	1009	-0.9	526	?	.	0.9	2.1	4.0	7.6	-40%	i	27
COC(=O)C(C(=O)Nc1ccc(OC)cc1)C1CCCCCC1 (stereo not drawn)	-0.6	-0.24	-0.35	1.2	4	743	1.2	1218	.	.	i	1.0	1	4.7	2.0	5.0	18%	i	13
O=C(COc1cccc([N+](=O)[O-])c1)N/N=C/c1ccco1	-0.33	0.21	-0.15	0.14	-8	697	0.08	1438	0.5	1464	i	0.1	1.2	6.9	2.2	8.1	0%	i	27
COc1cc(C)ccc1S(=O)(=O)N1CCCCCC1	2.6	-0.23	1.6	-0.96	-10	740	.	.	0.4	1025	i	0.5	1.1	0.6	1.6	2.1	1%	i	41
CC1CCc2c(nc3sc4c(c3c2N)CCCC4)C1 (stereo not drawn)	-0.8	-0.3	-0.79	0.65	1	582	1.1	1263	-3.4	1038	i	0.4	1.1	2.4	3.0	1.2	28%	i	49
Cc1ccc(NC(=O)c2ccc([N+](=O)[O-])cc2Cl)nc1	-1.2	-0.2	-0.95	0.73	-1	707	0.44	1255	-0.5	925	i	0.7	1.1	5.4	2.3	1.4	22%	i	63
COc1ccccc1OCCOc1ccc(/C=N/n2cnnc2)cc1	-0.4	-0.14	-0.2	0.48	3	822	0.29	1012	-1.0	1186	i	0.9	1.1	1.6	2.0	14	18%	i	40
Cc1ccc(S(=O)(=O)/N=S(\C)CC2CC2(Cl)Cl)cc1 (stereo not drawn)	-0.5	-0.19	-0.32	0.36	11	815	.	.	-14	1044	i	7.4	1.1	1.4	1.2	9.6	6%	i	7
COC(=O)c1sc(C(C)(C)C)cc1CSc1ccccc1	1.1	-0.24	0.29	-0.077	-10	675	0.1	1641	-1.3	1316	i	0.3	.	.	.	.	.	i	36
Nc1nc(SCc2ccccc2Cl)nc2nc3c(cc12)CCCC3	-0.84	-0.2	0.22	1.2	.	.	-0.17	1645	-0.1	1275	i	3.6	1	3.8	2.5	9.3	9%	i	12
COC(=O)C1c2ccccc2-c2ccccc21	0.82	-0.23	0.077	-0.25	-3	686	-0.66	1294	-1.0	1053	i	0.7	1.1	1.4	0.8	0.1	-32%	.	.
Clc1ncn(CCOc2ccccc2)c1Cl	-0.13	-0.2	0.14	0.54	20	705	0.36	1469	-2.0	1063	i	0.2	1.1	2.0	1.9	3.3	3%	i	37
FC(F)(F)c1nnc2ccc(N3CCCCCC3)nn12	-0.37	-0.22	0.28	0.16	.	.	-0.44	1128	-2.3	908	i	0.8	1.1	9.8	4.9	17	0%	i	14
CCOC(=O)C1CCCN(c2c(N3CCN(c4ccccn4)CC3)c(=O)c2=O)C1 (stereo not drawn)	0.16	-0.19	0.33	-0.26	-21	565	0.32	1932	0.6	1079	i	2.0	1.1	2.9	1.5	12	4%	i	34
Oc1ccccc1CN1CCCN(Cc2ccccc2O)C1	-0.079	-0.22	0.26	-0.67	8	711	-0.27	1258	0.8	1107	i	0.2	1.1	3.4	1.2	6.1	8%	i	22
COc1ccc(N2C(=O)C(CC(=O)Nc3ccc(F)cc3)N(CCc3ccc(OC)c(OC)c3)C2=O)cc1 (stereo not drawn)	-0.12	-0.18	-0.28	0.45	3	584	-0.3	1546	-4.3	1071	i	0.3	1.2	2.8	2.0	6.8	4%	i	41
COc1ccc(C2Nc3ccccc3C(=O)N2c2ccccc2)cc1COc1ccccn1 (stereo not drawn)	-0.48	-0.22	-0.64	0.46	.	.	0.73	1308	0.1	1479	i	5.5	1.1	0.4	1.4	10	6%	i	20
COc1ccc(Oc2ccc(C(F)(F)F)cc2N)cc1	-0.46	-0.24	-0.24	-0.26	15	747	0.41	1390	-1.3	1129	i	1.1	.	.	.	.	.	i	26
CC(C)c1cc(N=NC(N)=O)cc(C(C)C)c1O	-0.58	-0.11	-0.44	-0.15	-2	667	.	.	0.5	1528	i	0.1	0.7	1.3	1.7	5.0	.	i	56
COc1cccc(C(=O)N2CCN(c3ncccn3)CC2)c1	-0.69	-0.5	-0.29	0.33	.	.	-0.16	1470	-2.0	1362	i	0.7	1.1	3.8	2.0	7.6	-1%	i	42
CCOC(=O)C1CCN(c2ccc(C(N)=O)cc2[N+](=O)[O-])CC1	-0.21	-0.32	-0.28	0.77	14	627	-0.26	1493	0.0	1004	i	0.3	1.1	2.6	1.2	4.2	3%	i	25
CN(Cc1ccccc1)Cc1nc2c(c(=O)n(C)c(=O)n2C)n1Cc1ccc(F)cc1	-1.1	-0.17	-0.61	-0.18	.	.	-1.9	1030	-2.8	1000	i	0.7	1.1	3.9	1.6	0.3	0%	i	37
CC(O)(C#CCN1CCOCC1)c1ccccc1 (stereo not drawn)	1.4	-0.35	0.59	-0.85	2	690	0.04	1730	1.5	975	i	0.2	1.1	4.7	1.6	4.5	5%	.	.
CCCCCCOc1ccc(C(CC(=O)O)C(N)=O)cc1 (stereo not drawn)	-0.34	-0.23	-0.031	0.1	.	.	-0.11	1016	-3.1	1029	i	0.5	1.2	1.9	1.3	4.4	0%	i	21
O=C(Nc1ccccc1)C1=C[C@@H](c2ccc(Br)cc2)C[C@@H](OCCCCO)O1	-0.28	0.98	0.38	-1	-2	693	0.58	1413	0.2	1066	i	1.8	1.1	1.0	0.6	4.0	11%	i	16
CC(=O)Nc1cccc(C(=O)OCc2ccc(C(=O)Oc3ccc(Cl)cc3)cc2)c1	1.7	-0.19	0.49	-0.72	.	.	-0.29	1588	0.6	1267	i	4.1	1	0.6	1.4	6.7	1%	i	13
CC(C)CNC(=O)N1c2ccccc2Sc2ccccc21	-0.037	-0.24	0.1	0.0033	4	761	-0.23	1382	-0.7	1323	i	0.5	.	.	.	.	.	i	38
COc1cc(OC)cc(C(=O)NCC(=O)OCC(=O)c2cc(OC)ccc2OC)c1	-0.34	-0.31	-0.41	0.1	22	702	0.99	1529	-0.2	991	i	1.2	1	3.9	2.8	6.3	20%	i	54
CC(C)(C)NC(=O)COC(=O)c1ccccc1C(=O)c1ccccc1	-0.35	-0.32	0.3	0.48	-3	687	-0.22	1286	-0.7	1082	i	1.6	1.1	4.3	1.3	4.6	-4%	i	20
COc1cccc(NS(=O)(=O)c2ccc(NC(C)=O)cc2)c1	-0.87	-0.21	-0.61	0.83	-10	614	0.07	1149	1.2	1007	i	0.3	1.1	2.7	2.8	5.7	11%	i	38
CCO[C@H]1OC(C(=O)Nc2ccccc2)=C[C@@H](c2ccc(Br)cc2)[C@@H]1CCCO	0.13	-0.29	0.47	-0.18	25	746	-0.61	1319	-2.3	1166	i	1.7	1.1	4.3	2.1	13	22%	i	34
CSc1ccccc1NC(=O)CSc1nncs1	0.22	-0.31	0.42	-0.36	6	679	0.39	1286	-4.2	1089	i	0.6	1	7.0	2.1	10	-1%	i	17
O=C1CN(Cc2ccccc2)C(=NCc2ccco2)S1	-0.65	-0.24	-0.12	-0.12	-7	675	-0.61	1795	0.3	994	i	0.4	1.3	0.6	1.9	8.7	-8%	i	11
Cc1ccc(S(=O)(=O)N[C@@H](C)C(=O)N2CCC(C(=O)N3CCC[C@H]3C(=O)O)CC2)cc1	-0.32	-0.19	0.4	-1.3	-2	756	-0.39	1332	.	.	.	.	1.1	2.1	1.6	7.0	16%	i	23
CCOC(=O)Nc1nc(C)c(C(=O)c2ccc(Cl)cc2)s1	-0.5	-0.2	-0.033	-0.52	-13	736	-0.02	821	-0.1	938	i	2.0	1.1	1.3	1.0	6.7	8%	i	44

Source: PubChem BioAssay
